From PubChem BioAssay
ABHD5 PLIN5 PPI: ABHD5-PLIN5 interaction inhibitors, primary screen, cell lysate, split luciferase complementation, luminescence. actives 0.78% (n = 360,000). Split G. princeps luciferase complementation, 4 h. inhibition, % at 4 µM;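 active = inhibition above the mean inhibition across every tested compound plus 3 SD, cut at about 22% in these data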;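 also: 0% = DMSO only wells and the 100% control is not disclosed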
hiPSC survival: enhancers of single-cell hiPSC survival, primary screen, ATPlite luminescence; 100% = ROCK inhibitor wells, 0% = DMSO; survival enhancement, % at 20 µM; actives 0.044% (n = 360,000); AID 602274, 2012; in the data active = survival enhancement above about 18%;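 also: cells exposed to compounds for 16 hours before the ATP read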
MC4R barr agon: MC4R agonists recruiting beta-arrestin, primary screen, cell-based, luminescence, agonist arm of biased-ligand search; activation, % at 8.9 µM; actives 0.98% (n = 360,000); Melanocortin receptor 4 (Homo sapiens), P32245; U2OS MC4R beta-arrestin complementation; percent of melanotan II response, DMSO zero;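 active = activation above a per-plate cutoff, the mean activation of sample wells on that plate plus 3 SD, cut at about 8% in these data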
Target sequence (P32245 whole entry, looked up): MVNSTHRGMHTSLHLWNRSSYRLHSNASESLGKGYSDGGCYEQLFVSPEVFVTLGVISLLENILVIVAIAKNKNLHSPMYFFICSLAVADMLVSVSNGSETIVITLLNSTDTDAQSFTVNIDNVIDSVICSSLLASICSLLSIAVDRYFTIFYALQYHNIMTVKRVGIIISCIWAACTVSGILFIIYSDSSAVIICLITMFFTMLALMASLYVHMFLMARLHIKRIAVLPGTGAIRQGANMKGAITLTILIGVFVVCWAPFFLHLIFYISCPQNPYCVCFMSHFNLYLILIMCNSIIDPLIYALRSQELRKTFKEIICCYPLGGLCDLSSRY
Exocytosis inh: LAMP-1 surface exposure blockers, TALL-104 cells – cell-based, flow cytometry, MLPCN library, primary screen; TALL-104 LAMP-1 surface exposure; cells stimulated with thapsigargin and PMA; inhibition, % at 10 µM; actives 0.66% (n = 360,000);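 active = inhibition above about 55%, limit read from the data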
HTR2A ag: mouse Htr2a agonists via beta-arrestin recruitment, primary screen, cell-based, luminescence; actives 0.66% (n = 360,000); CHO-K1 mHTR2A beta-arrestin complementation; percent of 30 µM serotonin response; activation, % at 7.6 µM;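 active = activation above a run cutoff, the mean activation of all tested compounds plus 3 SD, cut at about 14% in these data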;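 also: 0% = plate median of compound wells and 100% = 30 µM serotonin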
Target sequence (P35363 whole entry, looked up): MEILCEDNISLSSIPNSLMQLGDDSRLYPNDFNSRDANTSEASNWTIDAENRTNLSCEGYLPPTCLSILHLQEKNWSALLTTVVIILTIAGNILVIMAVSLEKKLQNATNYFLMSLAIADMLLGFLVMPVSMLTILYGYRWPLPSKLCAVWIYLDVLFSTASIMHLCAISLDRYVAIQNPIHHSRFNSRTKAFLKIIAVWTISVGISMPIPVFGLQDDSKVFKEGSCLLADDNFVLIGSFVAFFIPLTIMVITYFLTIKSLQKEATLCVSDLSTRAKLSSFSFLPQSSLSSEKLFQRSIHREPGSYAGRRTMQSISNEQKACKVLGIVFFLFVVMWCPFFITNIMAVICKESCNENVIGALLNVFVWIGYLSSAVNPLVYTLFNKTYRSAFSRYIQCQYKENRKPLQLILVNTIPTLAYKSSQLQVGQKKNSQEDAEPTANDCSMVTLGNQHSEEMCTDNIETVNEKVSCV
ABCB6 inh 2: ABCB6 transporter inhibitors, primary screen, K562-ABCB6 cells, flow cytometry, MLPCN library. AID 602162, 2011. ATP-binding cassette sub-family B member 6 (Homo sapiens), Q9NP58. actives 0.19% (n = 360,000). K562-ABCB6 porphyrin accumulation, 1 h; stronger effect = lower value. fluorescence ratio to DMSO, % at 10 µM;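 active = fluorescence ratio to DMSO below 75%, the collection mean minus 3 SD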;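 also: signal is porphyrin accumulated inside mitochondria; 100% equals median channel fluorescence of DMSO control wells; lower ratio means ABCB6 inhibition with less porphyrin fluorescence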
Glyco luc inh: increase of ERlucT glycosylation luciferase signal, primary screen, N-linked glycosylation inhibitor project, D54 ERlucT cells, luminescence, set 2 | actives 0.23% (n = 360,000) | reporter increase, % at 12.5 µM | D54 ERlucT glycosylation luciferase reporter, 24 h; percent of 100 nM tunicamycin response | AID 588692, 2011;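 active = mean luciferase reporter signal, scaled so untreated is 0 and the glycosylation-blocking control 100, at or above a set limit in every replicate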;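 also: luciferase carries N-glycosylation sites so blocking glycosylation raises the light; 0% = median of neutral control wells and 100% = median of 100 nM tunicamycin wells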
MC4R antagonist: MC4R antagonists of cAMP signaling, primary screen, cell-based, TR-FRET, antagonist arm of biased-ligand search | AID 540295, 2011 | actives 0.48% (n = 360,000) | MC4R-expressing cells, MTII-stimulated cAMP, LANCE TR-FRET | inhibition, % at 6.5 µM | Melanocortin receptor 4 (Homo sapiens), P32245;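 active = inhibition above its plate's cutoff, the mean of tested wells on that plate plus 3 SD, cut at about 29% in these data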;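 also: 0% = Melanotan II alone and 100% = Melanotan II plus saturating MCL0020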
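Assay system: human MC4R-expressing U2OS cells; reagent: Melanotan II stimulation of cells; dosing: 6.5 µM single dose; timing: compound 30 min, challenge 1 h, detection 1 h; signal: TR-FRET cAMP assay; replicates: one well per compound, no replicates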
Cardio protect: cardioprotection against H2O2-induced cell death, primary screen, uHTS, H9c2 cells, ATPLite luminescence; actives 0.63% (n = 360,000); protection from H2O2 cell death, % at 20 µM; AID 588492, 2011; H9c2 cardiomyocytes, H2O2 injury protection, 2 h;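 active = compounds giving at least 50% protection of heart cells from peroxide-induced death in the single-dose screen, raw or plate-pattern-corrected value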;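 also: 0% = DMSO wells with peroxide and 100% = DMSO wells without peroxide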
aDG glyco up: activators of alpha-DG glycosylation, primary screen, uHTS, Pro5-aDG cells, AlphaScreen; actives 0.22% (n = 360,000); activation, % at 10 µM; alpha-DG glycosylation AlphaScreen (IIH6); 0% Pro5, 100% B10-LARGE cell signal;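 active = activation of at least 8% versus controls, or a plate z-score of at least 8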;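 also: Pro5 are CHO cells carrying HIG-tagged alpha-DG that lacks glycosylation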
Starred values were filed as active, the others as inactive; nt = no result given. This is a random part of the collection; about 4.5% have a hit in one of these screens.

SMILES	ABHD5 PLIN5 PPI	hiPSC survival	MC4R barr agon	Exocytosis inh	HTR2A ag	ABCB6 inh 2	Glyco luc inh	MC4R antagonist	Cardio protect	aDG glyco up
Cc1ccc(OC(=O)COc2ccccc2C)c(-n2nc3ccccc3n2)c1	-8	-0.9	4.3	-4	1	95	-5	1	-13	-0.2
Cc1ccc(C(=O)NCCc2nnc3ccc(SCC(=O)Nc4ccccc4C)nn23)cc1	-2	3.6	-1.9	-6	-1	98	1	3	7	0.0
O=C(O)CCC(=O)Nc1ccc(C(=O)OCC(=O)c2ccc(Cl)cc2Cl)cc1	3	0.4	-3.7	-2	-3	96	0	1	2	1.2
COc1cccc(NS(=O)(=O)c2ccc3[nH]cc(C(=O)N(C)Cc4ccco4)c(=O)c3c2)c1	7	0.6	-1.6	0	0	96	5	1	3	-0.2
NC(=O)c1ccccc1NCC(=O)c1ccc(Cl)cc1	6	-0.7	-1.1	-1	0	97	2	5	-14	0.1
CCOC(=O)Cn1ccc(NC(=O)c2ccc(F)cc2)n1	-2	-0.7	1.5	12	0	89	0	6	4	-0.1
CSc1nnc(-c2ccccc2SC)o1	0	-1.1	-2.4	0	1	99	1	27	6	0.6
Nc1nc(-c2ccccc2)cs1	-1	1.0	0.2	5	0	99	2	16	-3	-0.2
Cc1ccc(NC(=O)CO/N=C(\N)c2ccccc2)cc1C	-6	2.4	2.2	2	-1	102	0	13	-6	0.1
C=CCn1c(CCCNC(=O)CCC)nc2ccccc21	2	0.2	-0.6	6	3	97	2	7	-3	0.0
CN1C(C(=O)NCCc2cccs2)CC2Cn3c(nc4cc(Cl)c(Cl)cc43)C21 (stereo not drawn)	4	2.2	0.6	17	-7	98	3	5	-2	0.2
Cc1ccc2nsnc2c1S(=O)(=O)N(Cc1ccco1)Cc1cc2ccc(C)c(C)c2[nH]c1=O	3	0.6	-1.6	0	1	93	-17	-3	27	-0.4
Cc1cccc(NC(=O)COC(=O)CNC(=O)C2CCCCC2)c1	-1	0.9	-1.5	-2	2	95	0	13	11	-0.1
O=C(Nc1ccc(NC(=O)c2cccs2)cc1)c1ccc2ccccc2c1	2	-0.3	0.4	-3	-5	90	-1	1	-3	0.2
CC1(Oc2ccc(Cl)cc2)CCN(Cc2cccn2-c2nccs2)C1 (stereo not drawn)	1	0.1	1.4	-1	-7	102	0	1	-8	-0.2
O=C(NCCCN1CCCC1=O)c1cc(-c2ccc3c(c2)OCO3)nc2ccccc12	1	-0.7	0.5	-4	0	95	0	10	8	-0.1
O=C(N/N=C/c1ccc(-c2ccccc2[N+](=O)[O-])o1)c1cncc(Br)c1	-27	0.4	-1.4	1	-5	103	4	-2	28	-0.2
CCOC(=O)/C(C#N)=C/c1c(N2CCN(c3ccc(OC)cc3)CC2)nc2c(C)cccn2c1=O	4	1.8	0.0	-16	6	96	-3	21	2	-0.1
O=C(Nc1ccccc1Br)C1CCN(S(=O)(=O)c2cccs2)CC1	2	-1.9	-1.0	-16	-2	97	0	3	2	0.0
NC(CO)c1csc(Nc2ccc(C(F)(F)F)cn2)n1 (stereo not drawn)	-5	-3.6	-1.9	2	-2	98	-3	0	8	0.3
Cc1occc1C(=O)Nc1nnc(C2CCCCC2)s1	4	-1.3	7.6	-4	4	110	-8	13	3	0.0
COC(=O)C1=C(C)OC(N)=C(C#N)C1c1c(C)nn(-c2ccccc2)c1Cl (stereo not drawn)	5	-2.1	-1.2	4	1	97	2	2	-4	0.1
O=C(CNCC1CCCO1)Nc1ccc(N2CCCCCC2)cc1 (stereo not drawn)	-10	-0.9	-0.8	-2	-4	95	-1	3	-1	0.6
CSc1nc2c(c(=O)[nH]c(=O)n2C)n1CCCc1ccccc1	3	0.0	0.9	-5	3	97	0	7	12	0.1
Cc1ccc[n+](CC(=O)c2ccc(Br)cc2)c1C	11	-0.1	0.7	28	-2	103	1	-1	10	0.0
Cc1nc(NC(=O)COC(=O)/C=C/c2ccco2)c(Cl)cc1Cl	15	-3.8	-1.0	-2	1	96	3	1	10	-0.1
NS(=O)(=O)c1cccc(NC(=O)COC(=O)/C=C/c2nc3ccccc3s2)c1	-1	-2.8	1.4	0	0	103	-1	-2	-4	0.5
O=C(NNC(=O)c1ccccc1[N+](=O)[O-])Nc1ccc(Cl)cc1	-1	0.9	-1.8	3	-1	94	2	1	-2	-0.1
Cc1ccc(S(=O)(=O)NN2C(=O)/C(=C/c3cccc(F)c3)SC2=S)cc1	-9	-0.3	2.7	-2	-3	103	3	13	0	0.0
CC(C)(C)C(=O)NC(=S)Nc1sc2c(c1C#N)CCCCC2	-7	1.6	17*	8	3	101	-1	-5	-19	0.5
COc1ccc(CN2C(=O)CN(S(C)(=O)=O)CC2(C)C(=O)Nc2ccc3c(c2)OCCO3)cc1OC (stereo not drawn)	5	nt	nt	-1	0	nt	nt	nt	nt	-0.2
Cc1ccc(S(=O)(=O)Cc2nc3ccccc3c(=O)[nH]2)cc1	-5	-1.0	-0.5	-6	-3	102	2	1	1	-0.2
CCc1ccc2c(c1)NC(=O)C2(C)Cc1ccc(C(F)(F)F)o1 (stereo not drawn)	-4	-1.9	8.0	2	2	89	-4	-8	-2	-0.1
Cc1ccc(NC(=S)NC(NC(=O)c2ccccc2)C(Cl)(Cl)Cl)c(C)c1 (stereo not drawn)	-7	-1.1	-1.8	14	-2	100	-2	8	-11	0.4
CC(=O)OC(Cn1nc(C)cc1C)c1ccccc1 (stereo not drawn)	-5	-2.5	-0.6	4	-2	99	2	0	-2	-0.2
O=C1CCC([N+](=O)[O-])C(c2ccc(-c3ccccc3)cc2)N1 (stereo not drawn)	1	-0.6	0.1	0	-1	101	4	1	-1	-0.1
COc1ccccc1CN(C)C(=O)c1ccccc1Sc1ccccc1C#N	6	-0.2	1.7	2	-9	98	-3	15	2	0.1
CCCCNC(=O)C1c2cc(OC)c(OC)cc2C(=O)N(C)C1c1ccc(OC)cc1 (stereo not drawn)	-4	-3.1	-2.4	6	2	93	2	2	7	-0.1
Cc1cc(C)c(C#N)c(Nc2cccc(C)c2C)n1	-3	0.7	-2.2	1	-1	100	1	2	0	-0.1
Cc1cc(SCC(=O)N2CCCC2=O)nc2ccccc12	1	-3.1	1.3	-4	12	104	1	-3	3	0.0
CC1CCN(S(=O)(=O)c2ccc3c(c2)n(C)c(=O)n3C)CC1	-6	-0.4	-2.1	-4	11	99	6	0	-4	-0.1
O=C(NC1CCCCC1)C(c1ccc2ncccc2c1)N(Cc1ccc2c(c1)OCO2)C(=O)c1cccs1 (stereo not drawn)	-12	-0.2	-0.1	-1	2	102	-3	0	4	0.3
Cc1ccc(-c2ccc(CCC(=O)O)n2NC(=O)c2ccc([N+](=O)[O-])cc2)cc1	8	0.1	-1.9	3	3	100	1	3	3	-0.3
C=CCC(NCc1ccccc1)c1ccc(C)o1 (stereo not drawn)	2	0.2	0.9	8	0	102	0	7	0	0.2
CCOC(=O)c1c(NC(=O)COC(=O)c2nc(Cl)ccc2Cl)sc2c1CCC2	7	1.4	-2.1	-2	4	102	3	5	5	-0.2
Cc1ccc(S(=O)(=O)N(CC(O)CN2C(=O)NC(C)(C)C2=O)c2cccc([N+](=O)[O-])c2)cc1 (stereo not drawn)	-7	0.6	-1.0	0	-3	90	0	4	-4	-0.1
CCCn1c(N)c(C(=O)CSc2n[nH]c(-c3ccc(C)cc3)n2)c(=O)[nH]c1=O	0	-0.3	-2.8	-13	5	102	4	14	-2	0.3
O=C(CCN1C(=O)c2cccc3cccc(c23)C1=O)N1CCN(c2ccccc2F)CC1	0	2.4	-2.1	1	-1	95	0	9	5	0.1
O=C(NC1CC1)c1ccc(-c2ccc3nccn3c2)cc1	4	5.0	-1.3	2	3	93	4	-3	30	0.0
CN(C)C(=O)C12CCC(C)(c3nc4ccccc4nc31)C2(C)C (stereo not drawn)	-1	-0.2	-1.1	-2	6	101	4	5	0	-0.1

Gathered by group, the entries above containing a COOH group.
SMILES	ABHD5 PLIN5 PPI	hiPSC survival	MC4R barr agon	Exocytosis inh	HTR2A ag	ABCB6 inh 2	Glyco luc inh	MC4R antagonist	Cardio protect	aDG glyco up
O=C(O)CCC(=O)Nc1ccc(C(=O)OCC(=O)c2ccc(Cl)cc2Cl)cc1	3	0.4	-3.7	-2	-3	96	0	1	2	1.2
Cc1ccc(-c2ccc(CCC(=O)O)n2NC(=O)c2ccc([N+](=O)[O-])cc2)cc1	8	0.1	-1.9	3	3	100	1	3	3	-0.3

Another view of 10 compounds above:
mol | ABHD5 PLIN5 PPI | hiPSC survival | MC4R barr agon | Exocytosis inh | HTR2A ag | ABCB6 inh 2 | Glyco luc inh | MC4R antagonist | Cardio protect | aDG glyco up
CC1CCN(S(=O)(=O)c2ccc3c(c2)n(C)c(=O)n3C)CC1 | -6 | -0.4 | -2.1 | -4 | 11 | 99 | 6 | 0 | -4 | -0.1
O=C(NC1CCCCC1)C(c1ccc2ncccc2c1)N(Cc1ccc2c(c1)OCO2)C(=O)c1cccs1 (stereo not drawn) | -12 | -0.2 | -0.1 | -1 | 2 | 102 | -3 | 0 | 4 | 0.3
Cc1ccc(-c2ccc(CCC(=O)O)n2NC(=O)c2ccc([N+](=O)[O-])cc2)cc1 | 8 | 0.1 | -1.9 | 3 | 3 | 100 | 1 | 3 | 3 | -0.3
C=CCC(NCc1ccccc1)c1ccc(C)o1 (stereo not drawn) | 2 | 0.2 | 0.9 | 8 | 0 | 102 | 0 | 7 | 0 | 0.2
CCOC(=O)c1c(NC(=O)COC(=O)c2nc(Cl)ccc2Cl)sc2c1CCC2 | 7 | 1.4 | -2.1 | -2 | 4 | 102 | 3 | 5 | 5 | -0.2
Cc1ccc(S(=O)(=O)N(CC(O)CN2C(=O)NC(C)(C)C2=O)c2cccc([N+](=O)[O-])c2)cc1 (stereo not drawn) | -7 | 0.6 | -1.0 | 0 | -3 | 90 | 0 | 4 | -4 | -0.1
CCCn1c(N)c(C(=O)CSc2n[nH]c(-c3ccc(C)cc3)n2)c(=O)[nH]c1=O | 0 | -0.3 | -2.8 | -13 | 5 | 102 | 4 | 14 | -2 | 0.3
O=C(CCN1C(=O)c2cccc3cccc(c23)C1=O)N1CCN(c2ccccc2F)CC1 | 0 | 2.4 | -2.1 | 1 | -1 | 95 | 0 | 9 | 5 | 0.1
O=C(NC1CC1)c1ccc(-c2ccc3nccn3c2)cc1 | 4 | 5.0 | -1.3 | 2 | 3 | 93 | 4 | -3 | 30 | 0.0
CN(C)C(=O)C12CCC(C)(c3nc4ccccc4nc31)C2(C)C (stereo not drawn) | -1 | -0.2 | -1.1 | -2 | 6 | 101 | 4 | 5 | 0 | -0.1
